NCI-60 one-dose screen, 48 h, at 10 µM unless noted. Numbers give growth in % (100 = growth as untreated, 0 = no growth, -100 = all killed).
SF-295 = SF-295 CNS cancer cells | 79,000 tested, 5.6% active
KM12 = KM12 colon cancer cells. 82,000 tested, 5% active
SNB-75 = SNB-75 CNS cancer. 79,000 tested, 5% active. AID 1794750
SNB-19 = SNB-19 CNS cancer cells. 81,000 tested, 2.5% active
SF-539 = SF-539 CNS cancer. 81,000 tested, 6.8% active. AID 1794752
HCT-116 = HCT-116 colon cancer; 82,000 tested, 7.3% active; AID 1794798
SF-268 = SF-268 CNS cancer cells; 82,000 tested, 3.1% active
U251 = U251 CNS tumor cells. 80,000 tested, 5.4% active
HCC-2998 = HCC-2998 colon cancer; 79,000 tested, 4.7% active
* = called active by the depositor; · = no result given. Rule for the calls: active = growth percent below 10; inactive = the rest.

SMILES	SF-295	KM12	SNB-75	SNB-19	SF-539	HCT-116	SF-268	U251	HCC-2998
CCOC(=O)c1ccc(Nc2ccnc(SCC(=O)c3ccc(C#N)cc3)n2)cc1	76	55	102	90	83	72	78	85	103
Nc1ccc(S(=O)(=O)Nc2nc(/C=C/c3ccccc3)cc(-c3cc(/C=C/c4ccccc4)nc(NS(=O)(=O)c4ccc(N)cc4)n3)n2)cc1	93	106	90	·	100	94	97	93	118
C=CCSc1nnc(-c2ccc(-c3ccc(Cl)cc3)nc2C)o1	94	99	103	96	100	98	103	105	103
COc1cc(NC(=O)CCSc2nc3ccccc3c(=O)n2CCc2ccccn2)cc(OC)c1OC	88	100	8.5*	99	74	85	81	85	98
CC(=O)/C(C)=N\OC(=O)Nc1ccccc1	101	101	83	98	95	102	101	93	95
COc1ccc(-c2nc3ccccc3n2CC(=O)N=Nc2c(O)[nH]c3ccc(OC)cc23)cc1	104	85	73	95	-35*	1.3*	77	97	114
Cc1nn(-c2ccccc2)c(N2CCCC2)c1-c1nc2ccccc2[nH]1	97	91	93	97	102	94	96	94	109
COC(=O)C[C@](O)(CCCC(C)(C)O)C(=O)O[C@H]1C(OC)=C[C@@]23CCC(=O)N2CCc2cc4c(cc2[C@@H]13)OCO4	103	98	95	84	93	90	101	114	88
COc1ccc(Oc2nc(NC3CCCCCC3)nc(Sc3ccc(OC)cc3)n2)cc1	·	93	80	105	82	56	86	·	106
CC1(C)Oc2cc3oc(=O)ccc3cc2C[C@@H]1OCCOS(=O)(=O)c1ccc(F)cc1	93	101	97	97	99	89	95	104	101
N#CC1=C(N)Oc2c(ccc3ccccc23)C1c1ccccc1 (centres undefined)	8.9*	15	36	27	-3.4*	3.4*	19	9.4*	-4.6*
Nc1ccc(C(c2c[nH]c3ccccc23)c2c[nH]c3ccccc23)cc1	103	102	78	96	91	87	94	97	·
CCCCCCCCCCCCNC(=O)[C@H]1CSC(c2cc(Br)cs2)N1 (some centres undefined)	36	-55*	·	75	-66*	-82*	-72*	-53*	54
CN(Cc1ccccc1)c1nc(Cl)c(C2CC(c3ccc(Cl)cc3)=Cc3[nH][nH]c(=O)c32)s1 (centres undefined)	90	103	88	104	88	94	92	93	104
COc1ccccc1/C=N\NC(=O)C(=O)N/N=C\c1ccccc1OC	117	101	·	92	104	100	113	105	118
CCC(C)COC(=O)c1ccc([N+](=O)[O-])cc1 (centres undefined)	105	102	102	101	103	108	98	96	101
CC(Cc1ccccc1)[N+](C)(C)C (centres undefined)	101	103	90	98	99	96	106	101	103
COc1cccc2c1C(=O)c1c(O)c3c(c(O)c1C2=O)C[C@](O)(C(=O)CO)C[C@H]3O[C@@H]1C[C@@H](NC(=O)CCCN(C)C2(c3ccc(F)cc3)CC3CCC2C3)[C@H](O)[C@@H](C)O1 (some centres undefined)	-93*	-78*	30	-66*	-82*	-90*	-82*	-98*	·
CC(C)C(NC(=O)C1(NC(=O)OCc2ccccc2)CCCC1)C(=O)O (centres undefined)	112	111	92	103	111	98	111	87	·
Nc1cc([N+](=O)[O-])ccc1O	112	112	·	90	108	107	103	107	92
O=c1[nH]cnc2c1ncn2-c1ccc(Cl)cc1	121	100	107	108	91	109	94	101	108
CO[C@H]1CN(C(=O)OC(C)(C)C)CC[C@@H](c2ccccc2)OC(=O)C[C@@]2(O)O[C@H]([C@@H](O)[C@H](O)[C@H]2O)[C@@H](O)/C=C/[C@H]1OC	104	109	110	98	102	103	109	104	100
CN(C)CCCSSCCCN(C)C	·	103	79	114	107	94	100	98	101
COc1ccc(C(OCC2OC(n3ccc(NC(=O)c4ccccc4)nc3=O)C(O)C2O)(c2ccccc2)c2ccccc2)cc1 (centres undefined)	42	19	34	55	43	3.4*	54	33	76
CC(=O)Nc1ccc(C2NCC(=O)N2O)cc1 (centres undefined)	122	117	76	95	101	102	110	105	95
C[C@@H](Nc1ncnc2ccc(-c3cnc(N)nc3)cc12)c1ccc(F)cc1	82	99	69	76	95	85	64	81	87
Cc1ccc(C(=O)C(C)(C)C)c(C)c1	91	113	83	98	94	116	108	·	107
COc1ccc(N=Nc2c(N)nn3c(N)c(C#N)c(-c4ccc(F)cc4)nc23)cc1	63	57	82	59	-5.2*	46	61	49	67
O=C(NCc1ccc(Cl)cc1Cl)C1CCC(=O)N1c1cncs1 (centres undefined)	96	105	86	114	99	90	96	102	99
COC(=O)[C@H]1Cc2c([nH]c3ccccc23)[C@@H](c2cccs2)N1	100	100	84	98	93	104	99	98	102
CC(C)CSc1nc(-c2ccc(F)cc2)c(C#N)c(N2CCN(C)CC2)n1	96	92	80	93	96	81	82	97	95
Cc1ccsc1[C@@H]1C[C@@H]2Cc3ccc4ccccc4c3N1O2	106	99	77	99	88	86	96	95	95
Cc1ccc(S(=O)(=O)N/N=C/c2cn(-c3ccc(C(F)(F)F)cc3)nc2-c2ccc(C(=O)O)cc2)cc1	110	102	82	95	96	93	99	93	·
Cc1ccc(S(=O)(=O)Nc2c(Br)cc(Br)cc2C(=O)O)cc1	·	107	95	96	99	107	107	100	117
COc1cc(Nc2ncccc2NC(=O)c2cn(Cc3cccc(Oc4ccccc4)c3)nn2)cc(OC)c1OC	91	75	82	87	94	85	73	86	89
COc1ccc(C2CC(c3cc(OC)c(OC)c(OC)c3)=NO2)cc1OCCCCOc1cc2c(cc1OC)C(=O)N1CCC[C@H]1C=N2 (some centres undefined)	2.5*	-22*	-14*	16	-39*	8.3*	17	4.1*	-67*

Three entries from above, ordered by molecular weight, largest number first:
SMILES	SF-295	KM12	SNB-75	SNB-19	SF-539	HCT-116	SF-268	U251	HCC-2998
Cc1ccc(S(=O)(=O)N/N=C/c2cn(-c3ccc(C(F)(F)F)cc3)nc2-c2ccc(C(=O)O)cc2)cc1	110	102	82	95	96	93	99	93	·
Cc1ccc(S(=O)(=O)Nc2c(Br)cc(Br)cc2C(=O)O)cc1	·	107	95	96	99	107	107	100	117
Cc1ccsc1[C@@H]1C[C@@H]2Cc3ccc4ccccc4c3N1O2	106	99	77	99	88	86	96	95	95

The listing picks up with the six entries that preceded the break.
SMILES	SF-295	KM12	SNB-75	SNB-19	SF-539	HCT-116	SF-268	U251	HCC-2998
CC(C)CSc1nc(-c2ccc(F)cc2)c(C#N)c(N2CCN(C)CC2)n1	96	92	80	93	96	81	82	97	95
Cc1ccsc1[C@@H]1C[C@@H]2Cc3ccc4ccccc4c3N1O2	106	99	77	99	88	86	96	95	95
Cc1ccc(S(=O)(=O)N/N=C/c2cn(-c3ccc(C(F)(F)F)cc3)nc2-c2ccc(C(=O)O)cc2)cc1	110	102	82	95	96	93	99	93	·
Cc1ccc(S(=O)(=O)Nc2c(Br)cc(Br)cc2C(=O)O)cc1	·	107	95	96	99	107	107	100	117
COc1cc(Nc2ncccc2NC(=O)c2cn(Cc3cccc(Oc4ccccc4)c3)nn2)cc(OC)c1OC	91	75	82	87	94	85	73	86	89
COc1ccc(C2CC(c3cc(OC)c(OC)c(OC)c3)=NO2)cc1OCCCCOc1cc2c(cc1OC)C(=O)N1CCC[C@H]1C=N2 (some centres undefined)	2.5*	-22*	-14*	16	-39*	8.3*	17	4.1*	-67*
O=C(O)c1ccc(N=Nc2ccccc2)cc1	101	111	87	107	102	103	98	96	107
CCOC(=O)c1nc(-c2cccc(Cl)c2)nc2ccccc12	102	103	65	91	102	99	98	100	115
COc1cccc(/C=C(/C(=O)NS(=O)(=O)c2ccc(Cl)cc2Cl)c2cc(OC)c(OC)c(OC)c2)c1	95	106	91	113	105	94	105	98	102
COCC(Cl)/C(N)=N\S(=O)(=O)c1c(C)cc(Cl)cc1Cl (centres undefined)	97	110	90	100	105	105	101	·	106
N#CCN1C(=O)c2ccccc2C1=O	·	103	94	102	107	103	100	106	102
Nc1nnc(Sc2nc3ccc(Cl)cc3c(=O)n2Cc2ccccc2)s1	87	94	123	·	98	101	94	95	111
COc1ccc(-c2ccnc3c(N=Nc4ccc(S(N)(=O)=O)cc4)c(N)nn23)cc1	102	99	99	95	100	101	101	96	104
CN(C(=O)c1ccccc1)N(C)C(=O)c1ccccc1	·	113	105	101	108	100	116	108	116
CCCCCCCCCCCCCCCc1cc(O)ccc1[N+](=O)[O-]	94	89	83	100	103	65	92	70	104
Cc1c(C(=O)N=Nc2c(O)[nH]c3ccccc23)oc2ccccc12	102	91	·	98	88	88	86	104	107
CCN(CC)c1ccc(CN(C)Cc2ccc(Br)cc2)cc1	101	102	84	101	101	87	94	88	100
CCCCCCOC(=O)NC1c2ccccc2Oc2ccccc21	104	101	102	109	99	90	107	96	102
CC(C)C(=O)Cc1ccncc1	93	101	107	104	107	103	104	77	100
CCOC(=O)CNS(=O)(=O)c1ccc(Oc2ccc(S(=O)(=O)NCC(=O)OCC)cc2)cc1	109	98	108	97	97	104	100	101	99
Cc1ccc2c(CC(=O)Nc3nc4ccccc4[nH]3)coc2c1	121	117	195	111	107	108	110	99	119
COc1ccc(-c2ccc(O)c(C(=O)/C=C/c3cc(OC)c(OC)c(OC)c3)c2)cc1OC	76	75	87	84	101	72	87	80	100
Cc1ccc(-n2c3c(c(-c4ccccc4)c2-c2ccccc2)C2=NCCN2C(SCC(=O)c2ccccc2)=N3)cc1	87	87	78	82	96	74	96	84	104
COc1cc2ccccc2cc1C(=O)O	·	108	118	107	97	105	100	103	107
N#CC(C#N)=CNc1cccc(Cl)c1	105	101	95	·	98	100	94	94	97
COc1ccc(N2C(=O)CC(c3cc(OC)c(OC)c(OC)c3)C3C2=NC(=O)N3C)cc1 (centres undefined)	101	105	100	102	98	106	100	110	117
NC1N=C(Nc2ccccc2)N=CC(c2cc3cc(Br)ccc3oc2=O)=N1 (centres undefined)	95	102	82	103	96	81	97	92	100
CC1(C)Oc2cc3oc(=O)ccc3cc2C[C@@H]1OCCN1CCN(c2cccc(F)c2)CC1	89	95	96	97	95	71	93	99	100
COc1cc(-c2nc(N=Nc3c(O)[nH]c4ccc(C)cc34)[nH]c(=O)c2C#N)cc(OC)c1OC	97	99	·	94	95	98	98	96	110
CCOC(=O)C1=C(COCCN)NC(C)=C(C(=O)OC)C1c1ccccc1Cl (centres undefined)	96	69	72	102	93	46	87	53	3.3*
Cn1nnnc1-c1ccc(N)cc1	98	99	88	105	99	85	92	100	100
CCC12CCC3c4ccc(O)cc4CCC3C1CC(O)C2O (centres undefined)	58	54	66	90	81	65	103	57	76
O=C1/C(=C/c2cccc(O)c2O)SC(=S)N1CCCN1CCOCC1	102	89	92	90	88	70	89	92	94
c1ccc(-c2nc(N3CCOCC3)nc3ccccc23)cc1	92	106	68	77	84	95	99	92	53
CN1CCN(c2ccc(NC(=O)c3nc4ccc5[nH]ncc5c4c4c3CCCC4)cc2C(F)(F)F)CC1	98	38	85	82	90	2.8*	78	78	21
Nc1nnc(-c2cccnc2SCc2ccccc2)s1	95	105	75	108	103	91	102	99	101
CN(C)CCNc1nc2ccccc2c2c1c1c(n2Cc2ccccc2)-c2ccccc2C1=O	-77*	-75*	-96*	-86*	-91*	-78*	-82*	-96*	-91*
COc1ccccc1/C=C1\Oc2cc(OCCN3CCCC3)ccc2C1=O	95	89	90	89	86	47	91	76	76
COc1ccc(C2CCN(Cc3ccccc3)CCO2)cc1 (centres undefined)	110	104	90	103	·	103	106	88	99
COc1cc(C(=O)C[n+]2cccc3cc[nH]c32)cc(OC)c1OC	102	101	64	97	98	96	83	104	113
CS(=O)(=O)NNC(=O)c1ccc(-n2nc(-c3ccccc3)c3ccccc32)cc1	97	98	47	79	96	88	62	96	97
NS(=O)(=O)c1ccc(-n2nc(C(=O)N/N=C\c3ccc(F)cc3)cc2-c2ccc(Br)cc2)cc1	75	62	37	83	90	83	82	89	87
O=C1Nc2cc(Cl)ccc2/C1=C/c1ccc(OCc2ccc(Br)cc2F)cc1	-95*	-7.7*	-12*	-45*	-92*	-73*	-26*	-95*	19
C#CCNC(=O)c1cc(C(=O)c2ccc(Cl)cc2)n2ccc(C)cc12	101	96	78	89	101	87	93	·	100
NC(=O)c1cccc(-n2ccc3cc(NC(=O)Nc4ccc(Cl)c(C(F)(F)F)c4)ccc32)n1	58	64	47	71	44	67	77	57	96
CCN(CC)CCNC(=O)C(Cl)=C1C(Cl)=C(Cl)C(Cl)=C1Cl	72	24	48	85	60	14	52	41	·
CC(=O)Oc1cccc2c(OC(C)=O)cccc12	109	·	93	97	100	100	·	103	104
COc1ccc(NC(=O)c2sc3nc(C)c(C(C)=O)cc3c2N)cc1	98	105	88	96	88	89	102	95	103
Nc1c(C(=O)Nc2ccccc2)sc2nc3c(cc12)COCC3	88	89	84	94	99	97	96	96	98
C=CC(=O)Nc1cccc(-c2nc(SC)nc(NCC(C)C)c2C#N)c1	93	96	38	69	78	85	64	·	100
C=C1CC2(OC1=O)C(=O)Nc1ccccc12 (centres undefined)	96	97	·	88	47	31	98	91	90
Cc1ccccc1-n1nnc(C(=O)Nc2nc3ccc(F)cc3s2)c1C	60	72	64	64	80	46	73	77	79
COc1cc(C#N)ccc1S(=O)(=O)Nc1ccc2c(c1)cc(C)c(=O)n2C	91	93	82	105	104	96	102	93	97
Cc1ccc2c(n1)C(=O)C(Cl)=C(Nc1ccccc1C(F)(F)F)C2=O	104	100	90	105	93	100	90	101	117
CCOC(=O)c1cc(-c2ccccc2)[nH]c1NNC(=O)CCOC	89	135	120	110	92	94	127	106	324
CC(C)C1=C[C@@]23CC[C@@H]4[C@](C)(CCC[C@]4(C)C(=O)N4CCCC4)[C@H]2C[C@@H]1[C@H]1C(=O)CCC(=O)[C@H]13	87	97	100	98	93	82	95	97	92
COC(=O)C1=C(C(=O)ON)[C@@H]2C=C[C@@]1([C@@H](Cc1ccccc1)Nc1ccccc1)O2	105	96	108	104	94	-78*	94	92	94
Cc1cc(C(=O)Nc2ccc(SC#N)cc2)c(C)o1	92	89	104	91	99	96	67	76	107

Screening results (PubChem)
